Screens (PubChem BioAssay)
CHO-K1 Ca PAM – M1 PAM counterscreen hit in parental CHO-K1 cells; activation, % at 3 µM; 0.02% of 360,000 active; ATP EC20, Fluo-8 calcium fluorescence; 0% at ATP EC20, 100% at ATP max; AID 602247;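 active = activation above the run cutoff, the mean activation of all test compounds plus 3 SD, cut at about 40% in these data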;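 note: peak over basal fluorescence ratio in a 140 s read after ATP addition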
CHO parental Ca – counter-screen for OX1R antagonists: effect in parental CHO cells; 0.63% of 330,000 active; AID 463079; inhibition, % at 5.6 µM; parental CHO-K1, ATP-induced calcium, Fluo-8 fluorescence;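 active = inhibition above that plate's mean sample inhibition plus 3 SD, cut at about 26% in these data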;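 note: 0% = ATP-challenged DMSO wells and 100% = DMSO wells without ATP; some compounds past the cut are filed as inactive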
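Test system: untransfected parental CHO cell line. Compound: one dose, 5.6 µM nominal. Detection: intracellular calcium via Fluo-8 no-wash fluorescent dye. Measure: % inhibition. Benchmarks: ATP-challenged DMSO wells low, unchallenged DMSO wells high.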
CHO-K1 Ca ag – counter-screen for M1 agonists: effect in parental CHO-K1 cells | activation, % at 3 µM | Fluo-8 calcium fluorescence; scaled to maximal ATP response, vehicle zero | AID 602248 | 0.48% of 360,000 active; in the data active = activation above about 15%;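 note: untransfected CHO-K1 host cells lacking M1 receptor as counterscreen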
OXTR potentiate – human OXTR potentiation | P30559 | CHO-OTR cells, Fluo-8 calcium fluorescence, potentiator mode; 0% = oxytocin EC15, 100% = EC100 | activation, % at 3 µM | 0.061% of 320,000 active;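 active = activation above that plate's cutoff, the mean activation of tested compounds plus 3 SD, cut at about 6.6% in these data, passing the limit was not always enough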;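 note: 100% uses oxytocin at 75 nM as the full agonist control; some results filed as inactive read as strong as hits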
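Replication – single well per compound, singlicate · Assay system – CHO cell line stably expressing human OTR · Timing – 6 min pre-incubation, 100 s read · Measure – normalized max/min fluorescence ratio, % activation · Doses – 3.0 µM, one dose · Detection – Fluo-8 calcium dye fluorescence · Probe or stimulus – oxytocin near EC15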
V1R ag counter – V1a receptor agonism, counter-screen for OXTR agonists; P37288; CHO-V1R cells, Fluo-8 calcium fluorescence, agonist mode; 0% DMSO, 100% 3 nM vasopressin; activation, % at 3 µM; 0.25% of 320,000 active;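 active = activation above the mean activation of all tested compounds plus 3 SD, per screening run, cut at about 20% in these data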;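 note: signal is peak over basal fluorescence ratio across a 100 second FLIPR read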
Target sequence (P37288 whole entry, looked up): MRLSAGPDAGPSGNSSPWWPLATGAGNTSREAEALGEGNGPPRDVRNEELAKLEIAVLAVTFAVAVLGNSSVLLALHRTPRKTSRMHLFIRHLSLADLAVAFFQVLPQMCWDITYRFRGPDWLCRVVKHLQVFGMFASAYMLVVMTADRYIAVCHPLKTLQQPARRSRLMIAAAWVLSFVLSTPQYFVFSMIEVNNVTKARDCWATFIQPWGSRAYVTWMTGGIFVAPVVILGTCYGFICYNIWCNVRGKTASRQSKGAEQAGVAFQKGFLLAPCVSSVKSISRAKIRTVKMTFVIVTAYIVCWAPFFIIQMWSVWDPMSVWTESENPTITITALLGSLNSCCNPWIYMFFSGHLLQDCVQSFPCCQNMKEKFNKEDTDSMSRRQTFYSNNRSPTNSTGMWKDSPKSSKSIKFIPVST
TAAR1 ag – agonists of human TAAR1; CHO RD-HGA16 TAAR1, Fluo-8 calcium fluorescence; vehicle wells 0%, saturating PEA agonist 100%; 0.99% of 360,000 active; Q96RJ0; activation, % at 3 µM;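 active = activation above the mean activation of all test compounds in the run plus 3 SD, cut at about 38% in these data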
Target sequence (Q96RJ0 whole entry, looked up): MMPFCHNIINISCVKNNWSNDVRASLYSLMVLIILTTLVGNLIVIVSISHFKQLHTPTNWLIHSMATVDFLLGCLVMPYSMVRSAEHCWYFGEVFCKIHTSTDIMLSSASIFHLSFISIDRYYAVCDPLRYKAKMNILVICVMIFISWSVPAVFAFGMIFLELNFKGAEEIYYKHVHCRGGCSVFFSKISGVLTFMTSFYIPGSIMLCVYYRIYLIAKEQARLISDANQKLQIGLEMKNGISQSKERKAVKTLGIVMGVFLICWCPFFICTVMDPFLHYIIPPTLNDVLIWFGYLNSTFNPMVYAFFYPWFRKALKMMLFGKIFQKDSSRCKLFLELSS
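Assay system – CHO-derived RD-HGA16 cells with stable Gα16 and human TAAR1 · Compound dosing – one-point dosing at 3 µM (nominal) · Incubation – 17-24 h seeding, 75 min 37 °C dye, 30 min RT · Measured by – kinetic Fluo-8 calcium fluorescence · Control set – DMSO vehicle as 0%, PEA at EC100 as 100% · Repeats – single well for each compound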
CHO-K1 Ca antag – nonselective inhibitor or artifact in parental CHO-K1 cells. ATP-induced calcium, Fluo-8 fluorescence. 0.6% of 360,000 active. inhibition, % at 3 µM. AID 602250;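 active = inhibition above a per-plate cutoff, the plate's mean sample inhibition plus 3 SD, cut at about 24% in these data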;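 note: 0% = DMSO plus EC80 ATP and 100% = DMSO alone without ATP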
TAAR1 antag – antagonists of human TAAR1; Q96RJ0; CHO RD-HGA16 TAAR1, Fluo-8 calcium fluorescence, antagonist; inhibition, % at 3 µM; 1.5% of 360,000 active; AID 624466;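 active = inhibition above a per-plate cutoff, the mean inhibition of test compounds on that plate plus 3 SD, cut at about 49% in these data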;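 note: 0% = DMSO plus EC80 beta-PEA response and 100% = DMSO alone without agonist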
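Test system – hTAAR1-expressing CHO RD-HGA16 cells, Gα16-coupled · Also added – β-PEA at EC80 concentration, post-compound challenge · Compound – 3 µM, single point · Incubation – dye loading 75 min at 37 °C, then 30 min room temperature · Measured by – Fluo-8 intracellular calcium dye fluorescence, real-time kinetic reads · Benchmarks – vehicle and agonist controls · Replicates – singlicate, one well per test compound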
CHRM1 agonist – activates human CHRM1 receptor. CHO-K1 hM1, Fluo-8 calcium fluorescence, agonist mode; 0% DMSO, 100% acetylcholine EC100. activation, % at 3 µM. 0.33% of 360,000 active. AID 588814;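 active = activation above the run's mean compound activation plus 3 SD, cut at about 16% in these data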;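 note: peak over basal fluorescence ratio within a 140 s kinetic read after compound addition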
Numbers without * were called inactive; / = no result given.

SMILES	CHO-K1 Ca PAM	CHO parental Ca	CHO-K1 Ca ag	OXTR potentiate	V1R ag counter	TAAR1 ag	CHO-K1 Ca antag	TAAR1 antag	CHRM1 agonist
COc1ccc(C)cc1NS(=O)(=O)c1ccc2c(c1)n(C)c(=O)n2C	6	-22	1.6	-6	1.4	18	-3	-7	-1
c1ccc(-c2nc3nonc3c3nc4ccccc4n23)cc1	22	-4	0.4	-11	0.1	1	-21	10	-5
COC(=O)c1c(C)nc(C)c(C(=O)OC)c1-c1cccs1	17	16	0.7	-4	-0.3	2	-15	-18	-7
COc1ccccc1-c1cccc(-c2nc(C(=O)Nc3nccs3)cc3c2[C@H](CCO)N(C(C)=O)C3)c1	4	/	5.4	/	/	7	-15	71*	/
CCCC(=O)Oc1cccc(C2NC(=O)c3ccccc3O2)c1 (configuration not stated)	6	-3	1.6	-5	0.2	6	-10	-5	-3
Cc1cccc(C)c1OCC(=O)OCC(=O)Nc1ccc(Cl)cn1	-5	-14	-0.5	-1	-1.0	11	-5	-17	-5
CCCCN1C=C(C(=O)OC)C(c2ccccc2C(F)(F)F)C(C(=O)OC)=C1	2	-8	0.0	-12	-0.4	10	-4	12	-4
Cc1cc(C)cc(C(=O)O/N=C(\N)c2ccc(Br)cc2)c1	26	9	0.7	8	-0.7	-2	-6	1	-7
CCNC(=O)NC(=O)COC(=O)CCCSc1nc2ccccc2[nH]1	22	-2	0.4	-9	-1.1	12	-13	-12	-3
O=C(NC(=S)Nc1ccc(CN2CCOCC2)cc1)c1ccco1	-1	7	-0.1	-10	0.2	1	-7	-22	-5
O=c1[nH]c2ccccc2c2nc(-c3cccc(S(=O)(=O)N4CCCC4)c3)nn12	5	-12	0.5	-2	-0.6	0	-13	3	-2
COCCN(C(=O)c1ccc(COc2ccccc2)o1)c1c(N)n(CC(C)C)c(=O)[nH]c1=O	5	-7	0.1	-1	0.7	1	-10	-22	-4
COc1cccc(NC(=O)CSc2c3c(nc4ccccc24)CCCC3)c1	13	-27	4.7	3	-1.0	4	1	17	-7
c1cc(N2CCCC2)ccc1C(c1nnnn1C1CCCCC1)N1CCOCC1 (configuration not stated)	7	-23	2.3	-12	1.2	-3	-19	-13	-10
O=C(c1ccc(Cn2c(=S)[nH]c3ccc(N4CCOCC4)cc3c2=O)cc1)N1CCC(N2CCCCC2)CC1	11	0	0.8	3	-0.6	-1	-23	-16	-8
CC(=O)c1cccc(-c2ccnc3c2CC(C(=O)Nc2cccc(Oc4ccccc4)c2)O3)c1 (configuration not stated)	9	/	2.9	/	/	1	4	-11	-4
CC1=NNC(=O)C1CC(=O)N/N=C/C=C/c1ccccc1 (configuration not stated)	20	9	0.7	0	1.0	0	-6	-16	-3
CN(C(=O)CC1C(=O)NCCN1Cc1ccc(F)cc1)C1CCOCC1 (configuration not stated)	15	-4	1.1	-5	1.3	10	-11	-20	-4
CN(C)C(=O)CCc1ccc2c3c([nH]c2c1)[C@]1(CCc2ccccc2)[C@@H](C(=O)N2CCCCC2)C[C@H](CC(=O)NCc2cccc(C(F)(F)F)c2)C(=O)N1CC3	14	-9	0.8	/	/	-2	-6	-12	-6
CCOC(=O)CN=C1CC(C)(C)CC2=C1Sc1ncnc(N(C)C)c1N2	1	3	0.8	-10	0.1	/	-12	/	-5
O=C(NCC1CCCO1)c1ccccc1NS(=O)(=O)c1cccs1 (configuration not stated)	14	5	0.2	-5	-0.2	3	-11	-2	-7
COc1cc(NC(=S)NC(=O)c2c(OC)cccc2OC)ccc1NC(=O)c1cccs1	-6	-9	0.3	-9	0.8	3	11	9	-1
CCN1C(=O)[C@H]2[C@@H](c3ccc(SC4CCCCC4)c(OC)c3)N[C@@](Cc3ccccc3)(C(=O)OC)[C@H]2C1=O	7	-6	-0.5	0	0.2	1	-12	1	2
COc1ccc(-c2csc(C)n2)cc1	22	5	0.2	-3	-0.2	-1	-12	10	-6
O=C(Nc1cc(=O)[nH]c2ncnn12)c1ccccc1	-1	-4	0.2	-14	0.6	20	-4	-7	-2
COc1cc(NC(=S)NC2CC(C)(C)NC(C)(C)C2)c(OC)cc1Cl	9	-9	0.3	-2	0.0	3	7	-6	36*
COCCCN1CC(=O)N2C(c3ccccc3)c3[nH]c4ccccc4c3C[C@H]2C1=O (some centres not stated)	-10	-18	0.9	8.7*	1.0	4	-11	-8	-8
CC(C)NC(=O)C1CCN(C2CCN(C(=O)/C=C/c3cccs3)CC2)CC1	17	-5	0.1	-4	0.1	1	-14	-3	-8
CCNc1nc(NC(C)(C)C)nc(SC(C(C)=O)C(C)=O)n1	4	-16	-0.3	-4	-1.1	1	-3	-18	-5
O=C1c2[nH]nc(-c3ccccc3O)c2C(c2ccccc2F)N1Cc1ccco1 (configuration not stated)	-2	-28	0.3	-27	-0.3	9	0	-1	1
Cc1cccc2sc(NC(=O)[C@@H]3CCCN3C(=O)c3cccs3)nc12	25	-4	1.4	-2	1.0	2	-8	-4	-7
COc1ccccc1C(=O)Nc1ccc(Oc2ncnc3sc(-c4ccccc4)cc23)cc1	-4	-13	-0.5	-5	2.0	8	13	8	-2
CCNC(=S)Nc1cc(-c2ccc(Cl)cc2)[nH]n1	19	-2	2.6	-1	0.7	-1	-11	3	-3
CC(=O)N1CCN(CC(=O)Nc2ccc(C)c(S(=O)(=O)N(C)C)c2)CC1	-8	-1	0.6	-15	1.0	0	-16	-8	-4
CCN(c1cccc(C)c1)C(C(=O)Nc1ccc(OC)cc1)c1cc2c(cc1[N+](=O)[O-])OCO2 (configuration not stated)	24	-21	0.7	-3	0.5	-1	-17	-22	-6
Cc1ccccc1C1NS(=O)(=O)N=C1N (configuration not stated)	22	-1	1.0	-1	0.8	3	-5	-13	-1
CC1Cc2ccccc2N1C(=S)Nc1cccc(S(=O)(=O)N(C)C)c1 (configuration not stated)	0	-9	5.1	-2	0.1	1	-1	-1	-3
Cc1cc([N+](=O)[O-])nn1Cc1noc(C(=O)NCCCn2ccnc2)n1	-8	-1	0.1	-7	0.3	3	-13	-25	-12
CC1(CCC(=O)N2CCCC(N3CCN(c4ccc(F)cc4)CC3)C2)CC1 (configuration not stated)	3	-1	0.8	0	2.7	1	-9	-7	-6
O=C(NCCO)C1CCN(S(=O)(=O)c2ccc(F)cc2)CC1	-28	9	-0.3	-11	0.1	10	7	-2	-3
CCOC(=O)[C@H]1[C@H]2COc3cc(OC)ccc3[C@@H]2N2C(=O)c3cc(OC)ccc3NC(=O)[C@@]12C	-2	-15	0.8	1	0.1	9	-10	0	-5
O=[N+]([O-])c1ccc(CN2CCN(c3ccccc3)CC2)o1	-13	-1	0.1	-3	-0.6	1	14	5	-3
CC(=O)c1cc2c(cc1N/C(=N/S(=O)(=O)c1ccc(Br)cc1)c1ccccc1)OCO2	-10	-11	-0.2	-3	-0.8	1	-8	-2	-3
O=C(O)CNC(=O)c1ccc(NC(=O)/C(=C/c2ccccc2)NC(=O)c2ccccc2)cc1	-12	0	-0.2	-12	0.0	1	8	-5	-5
O=C(Cc1cccc(NC(=O)C2CCCN(C(=O)C3CCCCC3)C2)c1)Nc1cccc(C(=O)N2CCOCC2)c1 (configuration not stated)	9	/	1.0	/	/	0	-12	-17	-4
COC(=O)c1sccc1NC(=O)c1ccc(OC)c(OC)c1	22	-30	0.2	-3	0.0	9	-15	17	-4
CCOc1ccc(S(=O)(=O)N2CCN(C(=O)c3ccco3)CC2)cc1	15	5	1.7	-3	2.1	-2	-6	-19	-3
COc1ccccc1NC(=O)Nc1nnc(CC(=O)Nc2ccccc2C)s1	7	3	0.4	-13	1.5	12	-11	14	-3
CC(=O)c1cccc(NC(=O)CCCN(C)S(=O)(=O)c2ccc(F)cc2)c1	13	-13	3.5	-11	4.5	2	-6	1	-2
CCOC(=O)N1CCN(S(=O)(=O)c2ccc(C(=O)N(CCN(CC)CC)c3nc4c(C)cccc4s3)cc2)CC1	-10	-19	0.3	-9	1.0	-1	3	-17	-5

Some of the entries so far, with two lines to a compound:
Every second line gives: CHO-K1 Ca PAM	CHO parental Ca	CHO-K1 Ca ag	OXTR potentiate	V1R ag counter	TAAR1 ag	CHO-K1 Ca antag	TAAR1 antag	CHRM1 agonist
O=C(Cc1cccc(NC(=O)C2CCCN(C(=O)C3CCCCC3)C2)c1)Nc1cccc(C(=O)N2CCOCC2)c1 (configuration not stated)
    9	/	1.0	/	/	0	-12	-17	-4
COC(=O)c1sccc1NC(=O)c1ccc(OC)c(OC)c1
    22	-30	0.2	-3	0.0	9	-15	17	-4
CCOc1ccc(S(=O)(=O)N2CCN(C(=O)c3ccco3)CC2)cc1
    15	5	1.7	-3	2.1	-2	-6	-19	-3

Other entries follow.
SMILES	CHO-K1 Ca PAM	CHO parental Ca	CHO-K1 Ca ag	OXTR potentiate	V1R ag counter	TAAR1 ag	CHO-K1 Ca antag	TAAR1 antag	CHRM1 agonist
S=c1[nH]nc(-c2cccs2)n1/N=C/c1cccs1	8	-8	0.4	-12	-1.2	3	-5	12	-3
CN(C(=O)c1ccc(S(=O)(=O)N2CCCC2)cc1)C1CCS(=O)(=O)C1 (configuration not stated)	-1	-17	1.1	-10	0.1	0	-9	-4	-4
CCCC(c1nnnn1CS(=O)(=O)c1ccc(C)cc1)N1CCN(c2ccc(F)cc2)CC1 (configuration not stated)	15	-19	0.1	-7	-0.1	1	-10	-6	-2
Cc1ccc(C(C(=O)NC(C)(C)C)N(C(=O)CCC(=O)Nc2ccccn2)c2ccccc2F)cc1 (configuration not stated)	-17	-21	-0.1	-13	0.8	-1	-7	-18	0
Cc1cccc(CC(=O)Nc2cccnc2)c1	15	-8	1.9	-12	0.6	9	8	-12	5
COc1ccc(C(=O)NC2CC(C)(C)Cc3c2cnn3-c2ccccc2C)c(OC)c1OC (configuration not stated)	15	-11	1.0	-11	-0.4	-3	1	-41	-2
Cc1ccc(NC(=O)CN(C)S(=O)(=O)c2cccc3cccnc23)cc1F	-5	-27	6.1	-10	1.2	2	3	0	5
O=C(O)C(S)C(S)C(=O)O (configuration not stated)	14	4	0.3	-7	0.6	/	-16	/	0
COc1ccc(OC)c(C2=Nn3c(nnc3C3CCCCC3)SC2)c1	4	-23	0.3	-17	0.1	5	-5	-12	0
CCOC(=O)CSc1nc2cc(OCC)ccc2cc1C#N	0	-1	-0.1	-4	-0.8	7	8	3	-6

Compounds were not picked by outcome. About 3.3% of those tested had a hit in this group.
